14-3-3 PPI: 14-3-3 gamma protein interaction modulation; P61981; FP, 14-3-3gamma / TMR-pS259-Raf peptide binding; inhibition, % at 40 µM; 160,000 tested, 0.19% active; AID 422; in the data active = inhibition above about 30%;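 also: 0% = protein plus tracer without compound and 100% = blank with tracer alone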
Target sequence (P61981 whole entry, looked up): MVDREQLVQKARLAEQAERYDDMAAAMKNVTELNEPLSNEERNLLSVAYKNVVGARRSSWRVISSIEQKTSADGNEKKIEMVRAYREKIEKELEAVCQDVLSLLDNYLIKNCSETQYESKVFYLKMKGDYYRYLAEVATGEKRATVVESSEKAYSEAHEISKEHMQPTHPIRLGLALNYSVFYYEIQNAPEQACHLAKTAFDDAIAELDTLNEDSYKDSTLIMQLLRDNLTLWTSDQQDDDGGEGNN
* marks the source's active call; other numbers are inactive results; & = joins results of further samples. An excerpt; the hit share may differ from the screen's.

14-3-3 PPI,SMILES
1,Cc1ccc(N(CC(=O)NC2CCC(C)CC2)S(=O)(=O)c2cccnc2)cc1 (stereo not drawn)
-3,CCOC(=O)C1=C(N)N(c2cccc(C(F)(F)F)c2)C2=C(C(=O)CCC2)C1c1ccsc1 (stereo not drawn)
-9,Cc1ccc(S(=O)(=O)N2CCCC2C(=O)Oc2ccccc2)cc1 (stereo not drawn)
-13,CCOc1cc(NC(=O)c2ccco2)c(OCC)cc1NC(=O)COc1ccccc1
0,NC(=O)C1CCN(C(=O)CCC2Nc3c4ccccc4nc(=S)n3C2=O)CC1 (stereo not drawn)
6,CCn1c(CNc2cccc(Cl)c2)nnc1SCc1ccccc1
-13,FC(F)(F)c1c(Cl)nc(Cl)c(Cl)c1Cl
1,CC1=C(C(=O)Nc2cccc(C)n2)C(c2ccccc2)C2=C(CC(C)(C)CC2=O)N1 (stereo not drawn)

Retrieved one by one from above, five records:
14-3-3 PPI,SMILES
-13,FC(F)(F)c1c(Cl)nc(Cl)c(Cl)c1Cl
0,NC(=O)C1CCN(C(=O)CCC2Nc3c4ccccc4nc(=S)n3C2=O)CC1 (stereo not drawn)
6,CCn1c(CNc2cccc(Cl)c2)nnc1SCc1ccccc1
-13,CCOc1cc(NC(=O)c2ccco2)c(OCC)cc1NC(=O)COc1ccccc1
-3,CCOC(=O)C1=C(N)N(c2cccc(C(F)(F)F)c2)C2=C(C(=O)CCC2)C1c1ccsc1 (stereo not drawn)

(continued)
14-3-3 PPI,SMILES
-16,CC(C(=O)Nc1ncccn1)(C(F)(F)F)C(F)(F)F
-11,COc1ccc(C(=O)Nc2ccc(-c3nc4cc(C)cc(C)c4o3)cc2)cc1[N+](=O)[O-]
-20,Cc1ccc(C(=O)Oc2cccc(-c3cnc4ccccc4n3)c2)cc1Br
1,CC1CCN(C(=O)C2CCN(S(=O)(=O)c3cccs3)CC2)CC1
-6,C=CCNC(=O)c1ccc2c(c1)[nH]c(=S)n1c3ccccc3nc21
-8,Cc1c(C(=O)Oc2ccc(F)cc2)sc2ncn(Cc3ccccc3Cl)c(=O)c12
4,COc1ccc(OC)c(N=C2SCC(=O)N2Cc2ccccc2)c1
1,CCCn1c2ccc(Cl)cc2c2nc3ccccc3nc21

Continued:
14-3-3 PPI,SMILES
6,COc1ccc(-n2nc(C(=O)Nc3cccc(NC(C)=O)c3)c3ccccc3c2=O)c(OC)c1
4,O=S(=O)(Nc1ccc(O)c(Br)c1)c1cccs1
-8,Cc1sc2c(c1C)c(=O)n(Cc1ccccc1)c(=O)n2CC(=O)C(C)(C)C
-2,O=C(CCn1nc(-c2ccccc2)ccc1=O)NCCc1ccc(Cl)cc1
-5,CN1CCN(c2ccc(NC(=O)c3ccccc3Br)cc2)CC1
1,COc1ccc(C(=O)Nc2c(N)nc(SCC(=O)N3CCCCCC3)[nH]c2=O)cc1OC
-6,O=C(CSc1n[nH]c(-c2ccncc2)n1)c1ccc(O)c(O)c1
0,Cc1noc(C)c1COC(=O)CCc1nc2ccccc2s1

Single values from the entries so far.
Under 14-3-3 PPI, `Cc1ccc(N(CC(=O)NC2CCC(C)CC2)S(=O)(=O)c2cccnc2)cc1` (stereo not drawn) is listed with 1
Under 14-3-3 PPI, `O=C(CSc1n[nH]c(-c2ccncc2)n1)c1ccc(O)c(O)c1` is listed with -6
Under 14-3-3 PPI, `CN1CCN(c2ccc(NC(=O)c3ccccc3Br)cc2)CC1` is listed with -5
Under 14-3-3 PPI, `C=CCNC(=O)c1ccc2c(c1)[nH]c(=S)n1c3ccccc3nc21` is listed with -6

Filtered by structure: the entries above with a thiophene ring, fused or not
14-3-3 PPI,SMILES
-3,CCOC(=O)C1=C(N)N(c2cccc(C(F)(F)F)c2)C2=C(C(=O)CCC2)C1c1ccsc1 (stereo not drawn)
1,CC1CCN(C(=O)C2CCN(S(=O)(=O)c3cccs3)CC2)CC1
-8,Cc1c(C(=O)Oc2ccc(F)cc2)sc2ncn(Cc3ccccc3Cl)c(=O)c12
4,O=S(=O)(Nc1ccc(O)c(Br)c1)c1cccs1
-8,Cc1sc2c(c1C)c(=O)n(Cc1ccccc1)c(=O)n2CC(=O)C(C)(C)C

The list goes on:
14-3-3 PPI,SMILES
-2,Cc1nc2sc(C(c3ccco3)N3CCN(c4cccc(Cl)c4)CC3)c(O)n2n1 (stereo not drawn)
6,CCCc1cc(=O)oc2c(C)c3occ(C)c3cc12
-7,Cc1n[nH]c(C)c1S(=O)(=O)N1CCCC(C(=O)NCC2COc3ccccc3O2)C1 (stereo not drawn)
4,O=S1(=O)NC(=NC2CC2)c2ccccc21
-7,COC(=O)C1=C(C)NC(=O)NC1c1ccc(OCCO)c(OC)c1 (stereo not drawn)
4,Cc1nc2n(CC(=O)N3CCCC3)c3ccccc3n2n1
0,O=C(COc1ccc(Br)cc1)OCc1nnc(-c2ccccc2)o1
-5,CCCCOc1ccc(-c2nn(-c3ccccc3)cc2C2NC(=O)NC(C)=C2C(=O)OC)cc1 (stereo not drawn)

The list goes on.
14-3-3 PPI,SMILES
-12,Cc1cc(NC(=O)CSc2nnc(COc3ccccc3)o2)no1
5,CCC(=O)N1CCc2cc(S(=O)(=O)CCC(=O)Nc3ccccn3)ccc21
7,COC(=O)C1=C(C(=O)OC)SC(=C2C(=S)C(C)(C)Nc3ccc(OC)cc32)S1
-1,O=C(c1ccco1)N1CCN(Cc2ccc(Cl)cc2)CC1
-84,O=c1nc2n3ccsc3ncc-2s1
-31,Cc1cc(Cl)cc2c1NC(=O)C2=O
3,O=C(N1CCCc2ccccc21)C12CC3CC(CC(C3)C1)C2
4,O=C(N1CCCCC1)N1CCN(C(=O)N(c2ccccc2)c2ccccc2)CC1

Following part
14-3-3 PPI,SMILES
-6,Cc1nn(-c2ccccc2)c2sc(C(=O)Nc3cccc(F)c3)cc12
-3,O=S(=O)(Nc1cccnc1)c1ccc(C2CCCCC2)cc1
-4,O=C1C2CCCCC2C(=O)N1c1ccc(F)c([N+](=O)[O-])c1 (stereo not drawn)
8,CCN1C(C(=O)c2ccccc2)=C(OC(=O)c2ccccc2)c2ccccc2S1(=O)=O
-4,CCOC(=O)N1CCC(N2C(=O)c3ccc(C(=O)NC4CCCCCC4)cc3C2=O)CC1
-12,CC(=O)Nc1ccc(S(=O)(=O)Nc2cc(C)cc(C)c2)cc1
-7,CC(C)(C)N(Cc1ccccc1)C(=O)CSc1nnc(CNc2ccc(F)cc2)o1
-7,COC(=O)c1sc(NC(=O)Cc2cccs2)nc1C

Later entries
14-3-3 PPI,SMILES
-5,Cc1ccc(-n2c(Cc3cccs3)nnc2SCC(=O)OC(C)C)cc1
1,COc1ccc2oc(=Nc3ccccc3F)c(C(=O)NC(C)=O)cc2c1
-43,CCOc1ccc(NC(=O)COc2ccc(C34CC5CC(CC(C5)C3)C4)cc2)cc1
1,CCCN1C(=O)C(O)(CC(=O)c2ccc(F)cc2)c2cc(Br)ccc21 (stereo not drawn)
-13,Cc1ccccc1NC(=O)CCS(=O)(=O)c1ccc(Cl)cc1
3,Cc1ccc(N(CCOC(=O)c2ccc(S(=O)(=O)N3CCCCC3)cc2)C2=NS(=O)(=O)c3ccccc32)cc1
21,O=C(Nc1ccc(S(=O)(=O)N2CCc3ccccc3C2)cc1)C1CCCO1 (stereo not drawn)
-1,CCOC(=O)C1CCN(C(=O)c2sc3ncn(CC(=O)N4CCCCC4C)c(=O)c3c2C)CC1 (stereo not drawn)

Next part:
14-3-3 PPI,SMILES
-1,CN(C)S(=O)(=O)c1ccc(/C(O)=C2\C(=O)C(=O)N(Cc3cccnc3)C2c2ccncc2)cc1 (stereo not drawn)
2,O=C(C1CCC(C(=O)N2CCc3ccccc32)CC1)N1CCc2ccccc21 (stereo not drawn)
-4,Cc1ccc(S(=O)(=O)CC(=O)c2ccccc2)cc1
-15,Cc1cc(Cl)cc(C)c1OCCCCCCn1ccnc1
-4,CC1CC(C)CN(S(=O)(=O)c2ccc(C(=O)Nc3ccc4c5c(cccc35)CC4)cc2)C1 (stereo not drawn)
-5,CCCCC(=O)NC1(C(F)(F)F)C(=O)Nc2c1c(=O)[nH]c(=O)n2Cc1ccco1 (stereo not drawn)
4,CC1CCN(CCCNC(=O)CN2N=C(c3ccccc3)CCC2=O)CC1
-11,CCC(C)n1nccc1NC(=O)C(C)OC(=O)c1cc2ccccc2[nH]1 (stereo not drawn)

Later entries
14-3-3 PPI,SMILES
-2,CCCCn1c(NC(=O)c2ccccc2)c(C#N)c2nc3ccccc3nc21
-5&-2,OC(COc1ccc2ccccc2c1Cl)CN1CCOCC1 (stereo not drawn)
-32,CCOC(=O)c1sc(N2C(=O)C(=O)/C(=C(/O)c3ccc(F)cc3)C2c2cccc(Cl)c2)nc1C (stereo not drawn)
-10,O=c1oc2ccc(Cl)cc2cc1-c1nnc(Nc2ccc(F)cc2)s1
-15,COC(=O)c1cc2sccc2n1Cc1nc(-c2ccc(OC)cc2)oc1C
4&-3,CCc1nc(C)cc(N)c1OCc1ccccc1
0,Cc1sc2c(c1C)c(=O)n(-c1ccccc1)c1nnc(SCC(=O)c3ccccc3)n21
3,Cc1c(C(=O)OCC(C)C)[nH]c2c1C(=O)CC(c1ccc(Cl)cc1)C2 (stereo not drawn)

Next part.
14-3-3 PPI,SMILES
-6,Fc1ccc2c(c1)[C@H]1OCC[C@H]1[C@@H](c1ccco1)N2
-9,C=CCN(c1ccccc1)S(=O)(=O)c1ccc(F)c(C(=O)Nc2ccccc2C(F)(F)F)c1
-7,O=C(Nc1nc(-c2cccnc2)cs1)c1ccc(S(=O)(=O)N2CCOCC2)cc1
-10,CNC(=O)CN1C(=O)c2ccccc2S1(=O)=O
-6,CC(C)NC(=O)CNC(=O)Cn1ccc2ccccc2c1=O
-7,COc1ccc(-c2ccc3c(N)c(C(=O)NCc4ccc(C(F)(F)F)cc4)sc3n2)cc1
-5,Cc1cc(=O)[nH]c2cc(-c3ccccc3)nn12
-27,CCOc1ccc(NC(=O)c2sc3ncnc(N4CCN(c5ccc(OC)cc5)CC4)c3c2C)cc1

New compounds follow
14-3-3 PPI,SMILES
-16,COc1ccc(OC)c(NC(=O)c2sc3ncn(CC(=O)N4CCC(C)CC4)c(=O)c3c2C)c1
-11,O=c1c2ccccc2n2cnnc2n1-c1ccccc1
0,COC(=O)c1sc(NC(=O)c2ccco2)nc1C
2,CCOC(=O)c1ccc(CNC(=O)C2CCCCC2C(=O)OCC(F)(F)F)o1 (stereo not drawn)
-4,Cc1occc1C(=O)Nc1c(F)cc(F)cc1Br
-7,CC(C)=CCCC1=NN(C=O)C(C)(CCC=C(C)C)C1 (stereo not drawn)
-11,O=C(CC1(O)C(=O)N(Cc2ccc(Cl)cc2)c2ccccc21)c1ccc(Br)s1 (stereo not drawn)
-24,C=CCN1C(=O)C(=Nc2sc3c(c2C(=O)Nc2ccccc2)CCCC3)c2ccccc21

Next section.
14-3-3 PPI,SMILES
-4,CC1=C(C(=O)N2CCOCC2)C(c2ccc(Cl)cc2)C2=C(CC(C)(C)CC2=O)N1 (stereo not drawn)
-8,CCc1c(C)nc2ncnn2c1N1CCCC(C(=O)NCCc2ccccc2)C1 (stereo not drawn)
-45,COc1ccccc1N=c1c([N+](=O)[O-])nn(-c2ccccc2C)n1O
4&29,Cc1ccccc1NC(=O)c1ccccc1
2,CCc1ccc(NC(=O)c2cc3nc(-c4ccccc4)cc(C(F)(F)F)n3n2)cc1
0&1,COc1cccc(C2=CC(c3cc(OC)ccc3OC)n3nnnc3N2)c1 (stereo not drawn)
-8,O=c1oc2ccc(Cl)cc2cc1-c1csc(Nc2ccc(F)cc2)n1
-5,COc1ccccc1-c1nnc(SCCN2CCOCC2)n1-c1ccc(C)cc1

Additional records.
14-3-3 PPI,SMILES
-4,CSc1nc2sc3c(c2c2nnnn12)CCCC3
-183,O=C(Nc1ccc(-c2nc3ccccc3o2)cc1)c1cccc([N+](=O)[O-])c1
-6,Nc1ccc(C(=O)NCCC2=CCCCC2)cc1[N+](=O)[O-]
8,Cc1sc2c(c1C)c(=O)n(-c1ccccc1)c(=O)n2Cc1ccccc1
-23,COC(=O)c1ccc(NC(=O)c2cccc(C(=O)OC(C)C)n2)cc1
-14,N#Cc1c(-c2ccccc2)cc(-c2cccs2)nc1SCS(=O)Cc1ccccc1 (stereo not drawn)
-7,CCOc1cc2c(cc1OCC)C1C(C(=O)N3CCCCC3C)c3ccccc3C(=O)N1CC2 (stereo not drawn)
-5,CN(C)C(=O)CSc1nnc(CCNC(=O)OC(C)(C)C)o1

Carrying on:
14-3-3 PPI,SMILES
-2,CCN1CCN(c2cc(C)c3cc(NC(=O)Cc4ccccc4OC)ccc3n2)CC1
2,O=C(O)C(F)(F)S(=O)(=O)O
-52,Cc1noc(C)c1COC(=O)c1cccnc1SCC(=O)Nc1ccc2c(c1)OCO2
13,COc1ccc(NC(=O)c2oc3cc(C)c(C)cc3c2C)c(OC)c1
-6,CC(C)CCn1nnnc1C(c1ccc(F)cc1)N1CCN(C(=O)c2ccco2)CC1 (stereo not drawn)
-1,CCN(CC)C(=O)C1=C(C)Nc2nc3ccccc3n2C1c1ccc(Br)cc1 (stereo not drawn)
13,CC1=NN(C2=NS(=O)(=O)c3ccccc32)C(C)(O)C1 (stereo not drawn)
-3,CCOC(=O)c1cc2c(nc1C)-c1ccccc1C2=Nc1cccc2ccccc12

Remaining list, next part
14-3-3 PPI,SMILES
-111,CCCSc1oc(-c2cccs2)nc1S(=O)(=O)c1ccc(Br)cc1
-9,CCc1ccc(NC(=O)CSC2=NN3CCCC(=O)N=C3S2)cc1
-9,CCc1ccc(C=Nc2cc(C)ccc2C)s1
-9,CCCN1C(=O)C(O)(CC(=O)c2ccc(Br)s2)c2ccccc21 (stereo not drawn)
-6,COc1ccc(-n2c(=O)c3ccccc3n(CC(=O)NC3CCCC3)c2=O)cc1
-4,O=S(=O)(NCCc1ccc(Cl)cc1)c1ccc2nc(-c3ccccc3)[nH]c2c1
-3,CC(=O)Oc1cccc(-c2nc3ccc(Br)cc3c(=O)o2)c1
-4,CCOc1cccc(N2C(=O)CC(N3CCN(Cc4ccc5c(c4)OCO5)CC3)C2=O)c1 (stereo not drawn)

(listing goes on)
14-3-3 PPI,SMILES
-8,Cc1ccccc1NC(=O)c1c(F)c(F)c(F)c(F)c1F
-5,COCCCNC(=O)c1ccc2c(c1)ncn2C1CCCCCC1
4,Cc1ccc(-c2nc3n(n2)C(=O)CCS3)cc1
-1,O=c1c(-c2ccc3c(c2)OCCO3)c(C(F)(F)F)oc2cc(O)cc(O)c12

Bioassay records deposited in PubChem BioAssay by Emory University Molecular Libraries Screening Center.
